Source: PubChem
Rac1 mut GTP – alters GTP binding to activated mutant human Rac1; AID 764; GST-Rac1 activated beads, fluorescent GTP binding, flow cytometry; actives lie on both sides; 100% means binding = to untreated wells; actives 0.11% (n = 190,000); percent activity (GTP binding), % at 10 µM;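 active = GTP binding at least 20 percentage points away from the 100% baseline, in either direction, so actives lie on both sides; inconclusive = Compound likely fluorescent itself, or too few beads counted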
Cdc42 wt GTP – human Cdc42 wildtype GTP binding change, either direction; percent activity (GTP binding), % at 10 µM; P60953; GST-Cdc42 beads, Bodipy-GTP binding, flow cytometry; actives lie on both sides; actives 0.2% (n = 190,000);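 active = percent activity GTP binding at least 20 points away from the 100% baseline, either down as inhibitor or up as activator; inconclusive = compound flagged as likely green fluorescent from well-wide comparison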;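 note: median bead fluorescence of bound Bodipy-FL-GTP at 100 nM; 0% = excess unlabeled GTP control and 100% = no compound control; below 100% means less GTP binding so inhibitor and above means activator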
Target sequence (P60953 whole entry, looked up): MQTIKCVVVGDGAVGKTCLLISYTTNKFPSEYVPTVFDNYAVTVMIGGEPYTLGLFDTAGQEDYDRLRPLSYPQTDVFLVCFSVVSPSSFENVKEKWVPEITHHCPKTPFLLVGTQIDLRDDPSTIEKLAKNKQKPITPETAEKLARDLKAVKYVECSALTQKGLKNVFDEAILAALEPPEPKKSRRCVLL
GSH fluor – compound fluoresces at 488/530 nm on GSH beads; GSH beads flow cytometry, compound fluorescence 488/530 nm; stronger effect = higher value; fluorescence (KMESF) at 10 µM; actives 0.25% (n = 190,000); AID 1776; in the data active = fluorescence above about 89;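 note: glutathione beads carrying GST-tagged Bcl family fusion proteins plus one bare bead set; values are compound well signal with DMSO vehicle wells as background; inactives centre near 16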
Rab2 wt GTP – changes GTP binding to wildtype dog Rab2A, up or down | P61105 | GST-Rab2 wt beads, Bodipy-GTP binding, flow cytometry | GTP binding activity, % at 10 µM | actives 0.19% (n = 190,000) | AID 760;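 active = GTP binding activity at least 20 points away from 100%, either lowered or raised; inconclusive = signal likely due to the compound's own green fluorescence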;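 note: 0% = beads with excess unlabeled GTP and 100% = no-compound control corrected for plate trend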
HRas wt GTP bind – modulators of GTP binding to human HRas wildtype; P01112; GST-Ras wt beads, Bodipy-FL-GTP binding, flow cytometry; actives lie on both sides; GTP binding activity, % at 10 µM; actives 0.14% (n = 190,000);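 active = GTP binding activity at least 20% away from the 100% baseline, either lowered as inhibitor or raised as activator; inconclusive = flagged as likely green fluorescent, judged across all proteins in the well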;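 note: 0% = unlabeled GTP competition control and 100% = no-compound control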
Target sequence (P01112 whole entry, looked up): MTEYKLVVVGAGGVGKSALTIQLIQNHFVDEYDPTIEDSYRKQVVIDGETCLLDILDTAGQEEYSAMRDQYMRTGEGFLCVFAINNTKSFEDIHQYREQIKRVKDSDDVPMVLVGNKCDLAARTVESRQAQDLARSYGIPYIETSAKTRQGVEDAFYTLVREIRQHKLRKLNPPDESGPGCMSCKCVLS
Mcl1 Noxa PPI – disrupts binding of human Mcl-1 to Noxa peptide | actives 1.5% (n = 220,000) | Q07820 | AID 1022 | TR-FRET Mcl-1/Noxa peptide binding, 2 h | inhibition, % at 21.7 µM;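 active = compounds that cut the protein-peptide binding signal by more than 50% relative to plate controls in a single-dose test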;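 note: His-tagged Mcl-1 with rhodamine Noxa BH3 peptide and terbium anti-His antibody; 0% = Mcl-1 plus Noxa peptide wells and 100% = peptide-only wells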
Target sequence (Q07820 whole entry, looked up): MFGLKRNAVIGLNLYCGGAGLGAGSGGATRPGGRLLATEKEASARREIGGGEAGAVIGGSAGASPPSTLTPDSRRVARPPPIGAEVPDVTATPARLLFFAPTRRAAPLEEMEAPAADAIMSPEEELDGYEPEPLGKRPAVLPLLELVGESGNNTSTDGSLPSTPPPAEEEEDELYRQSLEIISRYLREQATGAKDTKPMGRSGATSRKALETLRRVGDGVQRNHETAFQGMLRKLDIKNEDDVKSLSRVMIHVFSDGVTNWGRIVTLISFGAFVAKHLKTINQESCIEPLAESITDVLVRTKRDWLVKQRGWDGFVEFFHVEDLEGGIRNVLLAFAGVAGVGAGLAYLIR
Pf gamet viab – kills late stage P. falciparum gametocytes; actives 0.065% (n = 150,000); P. falciparum stage V gametocytes, ATP luminescence, 24 h; inhibition, % at 10.9 µM; AID 743093;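 active = inhibition above the mean plus 3 SD of compounds within the control limits, set per campaign, cut at about 38% in these data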;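 note: 0% = DMSO wells and 100% = medium only without gametocytes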
Rac1 wt modul – alters GTP binding to wildtype human Rac1; P63000; GST-Rac1 beads, fluorescent GTP binding, flow cytometry; actives lie on both sides; 0 = cold GTP competed, 100 = untreated; GTP binding activity (% of control), % at 10 µM; actives 0.27% (n = 190,000); AID 757;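 active = GTP binding activity at least 20 points away from the 100% control level, either lower or higher; inconclusive = compound flagged as likely green fluorescent, judged across all proteins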
Mcl1-Bid inh – disrupts binding of human Mcl-1 to Bid peptide; Q07820; TR-FRET Mcl-1/Bid-Dy647 peptide binding, 1536-well; inhibition, % at 21.7 µM; actives 0.97% (n = 220,000);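 active = compounds that cut the binding signal by more than half at the single screening dose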;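 note: His-tagged Mcl-1 with europium anti-His antibody binding Bid BH3 peptide; 0% = Mcl-1 plus peptide wells and 100% = peptide-only wells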
Rab7 wt GTP bind – dog Rab7 wildtype GTP binding, inhibitors and activators; GST-Rab7 beads, fluorescent GTP binding, flow cytometry; actives lie on both sides; untreated = 100%, excess cold GTP = 0%; GTP binding activity (percent of control), % at 10 µM; actives 0.055% (n = 190,000); AID 758;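 active = fluorescent GTP binding to Rab7 beads changed by at least 20 points from the 100% baseline, either direction, mostly lower; inconclusive = compound itself probably fluorescent, or too few beads counted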;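 note: median green fluorescence of bound Bodipy-FL-GTP per Rab7 bead population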
Avidin bead fluor – compound fluoresces at 488/530 nm on avidin beads | actives 0.38% (n = 220,000) | fluorescence (KMESF) at 10 µM | compound fluorescence 488/530 nm, flow cytometry; stronger effect = higher value; in the data active = fluorescence above about 47; note: inactives centre near 10
* marks the source's active call; other numbers are inactive results; ? = inconclusive; . = no result given.

SMILES	Pf gamet viab	HRas wt GTP bind	Mcl1-Bid inh	Rac1 wt modul	Rac1 mut GTP	Rab2 wt GTP	Rab7 wt GTP bind	Cdc42 wt GTP	GSH fluor	Mcl1 Noxa PPI	Avidin bead fluor
COc1ccccc1C(=O)NNC(=S)NC(=O)c1sc2ccccc2c1Cl	4	97	20	100	94	95	95	99	11	33	8
O=C1C2C3C=CC(C2C(=O)N1CCCO)C1C2C(=O)N(CCCO)C(=O)C2C31 (centres undefined)	6	102	63*	104	100	102	102	105	28	-4	16
O=C(Cn1c(=O)oc2cc(S(=O)(=O)N3CCOCC3)ccc21)N1CCc2ccccc2C1	.	97	-29	101	98	98	94	99	17	-25	3
COc1cccc(/C=N/NC(=O)CN2CC(c3ccccc3)CC2=O)c1O (centres undefined)	.	102	-88	102	101	103	104	103	14	-1	5
Cc1nnc(NC(=O)CCC(=O)NCc2ccco2)s1	.	100	-8	101	97	98	101	98	19	5	19
Cc1nc(SCC(=O)N2CCc3ccccc3C2)c2c(C)c(C)sc2n1	8	95	-5	94	94	95	95	95	37	6	4
Cc1cc2c(c(=O)o1)C(C(C)C)C(C#N)=C(N)O2 (centres undefined)	.	101	-55	105	98	101	99	102	49	-16	6
Fc1ccccc1NC(=S)N1CCN(Cc2ccc3c(c2)OCO3)CC1	.	96	92*	97	93	95	101	95	11	4	9
CCC1CCCCN1CCNC(=O)C1CCN(S(=O)(=O)c2c(C)noc2C)CC1 (centres undefined)	.	97	-17	95	93	97	94	95	24	31	17
CCOC(=O)N1CCN(c2c(NCCc3ccc(OC)c(OC)c3)c(=O)c2=O)CC1	.	102	-4	107	100	101	104	104	23	-2	7
CC1=N/C(=C\c2ccc3c(c2)OCO3)C(=O)N1c1ccc(C(=O)O)cc1	12	91	-19	88	93	91	95	96	13	10	10
CN1CCN(C2=C(Cl)C(=O)N(c3ccc(Cl)cc3)C2=O)CC1	.	103	-23	109	101	100	97	104	12	28	10
O=S(=O)(c1ccc(Oc2ccc3oc4ccccc4c3c2)nc1)N1CCCC1	-12	100	-29	94	96	98	99	97	38	-4	14
Cc1ccc(NC(=O)C(C)c2ccc(-c3ccccc3)c(F)c2)cc1 (centres undefined)	.	99	-10	107	97	99	97	104	11	2	8
Cc1cc(C(=O)COC(=O)Cc2n[nH]c(=O)c3ccccc23)c(C)n1-c1ccc2c(c1)OCCO2	.	98	-42	99	95	95	97	98	18	-16	15
Cc1ccccc1/C(N)=N/O	-14	99	-39	104	98	96	101	102	9	-8	21
Cc1ccc(Nc2ccc(C(=O)N3CCCC3)cn2)c(C)c1	-9	98	-23	97	96	102	95	99	20	2	13
Cc1cc2nc(N)sc2cc1C	.	97	-16	100	97	97	94	100	46	6	7
COc1ccc(CN(C(=O)CN2C(=O)c3ccccc3S2(=O)=O)C(C(=O)NCC2CCCO2)c2ccncc2)cc1 (centres undefined)	-2	101	-11	106	100	99	96	105	11	-7	9
CCOc1ccc(C2C(C#N)=C(N)SC(N)=C2C#N)cc1OC	.	100	-68	107	97	99	105	99	9	17	8
Cc1ccc(S(=O)(=O)N2CCN(C)CC2)c(C)c1	18	101	-37	105	101	101	100	104	28	-1	4
COc1ccc(Oc2nc(C)cc(C)c2S(=O)(=O)c2ccc(C)cc2)cc1	.	103	0	104	101	101	97	103	17	-4	8
Cc1cccc(C)c1NC(=O)N1CCC(c2nc3ccccc3o2)CC1	-1	103	-17	103	102	99	97	104	9	-22	13
C(=N\NC1=Nc2cccc3cccc1c23)/c1cccnc1	7	92	-23	89	93	93	94	94	6	5	21
CCc1ccc(OCCOCC(O)CN2CCN(Cc3ccc(Cl)cc3)CC2)cc1 (centres undefined)	-10	100	-6	102	102	98	104	100	7	26	7
CCCC(=O)n1nc(-c2cccnc2)nc1NCc1ccccc1	-10	97	-24	95	95	96	95	97	22	9	9
O=C(COc1ccc2ccc(=O)oc2c1)Nc1ccc(N2CCOCC2)cc1	.	100	-13	102	98	101	100	102	9	2	4
Cc1ccc(NC(=O)C[n+]2ccccc2)cc1[N+](=O)[O-]	.	99	10	100	99	99	97	98	38	8	7
CCN1CCCC1CN(Cc1cc2ccc(C)cc2[nH]c1=O)C(=S)Nc1ccccc1OC (centres undefined)	.	99	-37	101	98	97	104	98	7	-7	4
COCCCN1C(=O)C(=O)/C(=C(/O)c2ccc(OC(C)C)cc2)C1c1ccncc1 (centres undefined)	.	100	1	103	99	99	99	98	22	26	30
CC1CCCCN1C(=S)NCc1ccco1 (centres undefined)	16	96	-58	99	99	97	101	94	17	-5	9
CCOC(=O)c1[nH]c(C)c(C(=O)O)c1C	.	97	-2	99	97	97	95	100	24	-12	8
CCCCCCCCNC(=O)/C(C#N)=C/c1ccccc1[N+](=O)[O-]	11	100	-1	104	101	102	98	105	11	5	11
NC(=O)CSc1oc(-c2ccc(F)cc2)nc1S(=O)(=O)c1ccccc1	-5	101	13	104	100	103	101	103	29	2	3
O=C1OCc2cccc([N+](=O)[O-])c21	17	99	3	105	99	100	93	98	10	0	8
CC(=O)c1cccc(NC(=S)NC(=O)c2ccccc2)c1	4	102	-24	102	100	100	102	102	16	15	12
Cc1ccc(C)c(OCC(=O)NCCNC(=O)COc2cc(C)ccc2C)c1	7	99	-10	104	99	99	101	97	20	16	24
CCOC(=O)N1CCN(S(=O)(=O)c2cc(C)c(C)cc2C)CC1	.	101	5	106	98	99	103	105	14	-14	27
OCCOCCNc1ncnc2sc(-c3ccccc3)cc12	.	102	4	104	100	100	99	100	26	12	11
COc1ccc(N2C(=O)C3C(c4ccc(C(=O)O)cc4)NC(Cc4ccccc4)(C(=O)O)C3C2=O)c([N+](=O)[O-])c1 (centres undefined)	-7	97	-6	97	98	98	105	98	21	17	9
CSc1nsc(/C=C/Nc2cccc(Cl)c2)c1C#N	.	98	-16	95	94	98	97	98	36	15	11
O=C(CS(=O)(=O)c1cn(Cc2ccc(Cl)cc2)c2ccccc12)N1CCOCC1	.	103	2	107	98	104	105	100	12	-3	18
COCCn1c(SCC(=O)Nc2ccccc2)nc2c1c(=O)[nH]c(=O)n2C	.	102	-1	106	102	100	101	99	24	10	16
O=C(Nc1ccon1)c1cccc(S(=O)(=O)N2CCCC2)c1	1	101	4	103	100	101	101	102	27	15	23
C=CCSc1nnc(-c2cc3c(C(F)(F)F)nn(C)c3s2)n1C	.	99	-57	97	95	97	96	95	55	-7	8
CC(=O)Nc1cc(C(=O)N(C)Cc2ccco2)ccc1Sc1ccc(C)cc1	19	103	-13	104	99	101	103	100	17	0	23
O=C(O)CC(NC(=O)c1ccccc1NC(=O)c1ccccc1)C(=O)O (centres undefined)	.	103	0	110	101	103	102	103	11	29	9
O=C(c1cccs1)N1CCCC(c2ccccc2)C1 (centres undefined)	.	?	3	?	?	?	?	?	21	-6	10
CC(=O)Nc1ccc(C(=O)Cn2c3[n+](c4c(F)c(F)ccc42)CCCCC3)cc1	19	100	-13	104	99	102	107	94	21	10	5
COC(=O)c1cc(OC)nc2c1c(=O)n(C)c(=O)n2C	.	99	-13	105	99	100	102	99	7	3	4
Cc1ccc(P(=O)(CO)c2ccc(C)cc2)cc1	.	99	-28	104	97	98	96	100	41	2	3
O=C(COc1ncnc2ccccc12)NCC1CCCO1 (centres undefined)	17	98	-20	94	95	96	96	96	15	-10	10
O=C1CSC(=S)N1N1C(=O)c2cccc([N+](=O)[O-])c2C1=O	.	95	-21	94	91	98	105	98	21	2	9
CCC(C(=O)Nc1nccs1)(C(F)(F)F)C(F)(F)F	.	101	-50	99	93	98	101	102	12	19	28
COc1ccc(C(=O)OCC(=O)Nc2cc(C)on2)cc1S(=O)(=O)N1CCOCC1	.	103	-25	111	101	102	104	103	21	32	23
Cc1nc(C)n(CC(O)COc2ccc3cc(Br)ccc3c2)n1 (centres undefined)	-31	101	-31	108	97	100	102	104	47	0	5
CCCn1c2ccccc2c2nnc(SCC(=O)Nc3c(C)n(C)n(-c4ccccc4)c3=O)nc21	-1	99	-23	99	100	98	95	96	14	-1	17
Cc1[nH]c2ccccc2c1C(C[N+](=O)[O-])c1cccs1 (centres undefined)	2	100	-17	100	98	99	96	100	13	12	24
O=c1cc(CSc2nnc(-c3ccccc3)o2)c2ccccc2[nH]1	.	102	-2	109	100	102	104	101	16	-37	22
O=C(CSc1nc(O)c(C2CCCCC2)c(=O)[nH]1)N1CCOCC1	-3	99	-9	97	95	97	104	95	11	-5	11

Continuation:
SMILES	Pf gamet viab	HRas wt GTP bind	Mcl1-Bid inh	Rac1 wt modul	Rac1 mut GTP	Rab2 wt GTP	Rab7 wt GTP bind	Cdc42 wt GTP	GSH fluor	Mcl1 Noxa PPI	Avidin bead fluor
C=CCNc1ncnc2c1cnn2-c1ccc(C)cc1C	.	101	24	102	99	102	98	98	14	20	21
NNc1ccccc1C(F)(F)F	.	97	-25	96	94	97	97	95	15	16	10
CCOC(=O)C1CCN(C(=O)COC(=O)COc2ccccc2OC)CC1	-3	100	-4	103	101	100	100	101	12	12	7
O=[N+]([O-])c1ccccc1S(=O)(=O)NC1CCCC1	-16	97	-1	100	98	97	97	97	11	11	6
C/C(Cl)=C\Cn1c(O)c(N=NC(N)=S)c2ccccc21	-15	96	-88	94	95	98	105	97	14	-59	10
Cc1ccc2nc(C3CCCN(C(=O)NCc4ccccc4)C3)[nH]c2c1 (centres undefined)	.	105	-25	107	99	105	104	106	12	16	10
N#Cc1cccc(CSc2nnc(CCCO)n2-c2ccccc2)c1	24	101	-28	103	100	99	98	102	13	-13	7
CCOc1cc(N2CCOCC2)c(OCC)cc1NC(=O)COC(=O)c1cc(C)cc(C)c1	13	98	-23	100	97	96	96	98	9	18	23
Cc1ccc2cc(CN(Cc3ccco3)C(=O)NC3CCCCC3)c(=O)[nH]c2c1C	12	100	-15	100	98	101	97	97	14	-8	7
CCOC(=O)c1cnc(SCc2nc(N)nc(Nc3ccc(OC)cc3)n2)nc1N	-17	97	2	102	100	98	99	98	59	10	19
CC(=O)c1cccc(NC(=O)Nc2cc3sccc3n2C)c1	.	100	-32	104	98	99	99	100	23	71*	3
Oc1ccc(/C=N/Nc2cccc3cccnc23)c(O)c1	6	100	-39	98	98	99	100	99	31	62*	17
CC(C)Nc1nc(Cl)nc(N(C#N)CN2C(=O)c3ccccc3C2=O)n1	13	98	-23	99	99	97	100	98	12	9	8
